Source: PubChem (The Scripps Research Institute Molecular Screening Center)
FBW7 act: human FBW7 E3 ligase activation, primary screen. Q969H0. AlphaScreen FBW7–phospho-cyclin E peptide binding, activator screen. normalized activity (activation), % at 26.1 µM. 650,000 compounds, 0.13% hits. AID 1259310; in the data active means normalized activity above about 1.9%;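 further: purified mutant Fbw7 with reduced substrate affinity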
MITF inh: inhibitors of human MITF. O75030. AlphaScreen MITF homodimerization, bead proximity signal. inhibition, % at 2.6 µM. AID 1259374. 650,000 compounds, 0.91% hits; in the data active means inhibition above about 50%;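 further: 0% = vehicle wells with protein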
Target sequence (O75030 whole entry, looked up): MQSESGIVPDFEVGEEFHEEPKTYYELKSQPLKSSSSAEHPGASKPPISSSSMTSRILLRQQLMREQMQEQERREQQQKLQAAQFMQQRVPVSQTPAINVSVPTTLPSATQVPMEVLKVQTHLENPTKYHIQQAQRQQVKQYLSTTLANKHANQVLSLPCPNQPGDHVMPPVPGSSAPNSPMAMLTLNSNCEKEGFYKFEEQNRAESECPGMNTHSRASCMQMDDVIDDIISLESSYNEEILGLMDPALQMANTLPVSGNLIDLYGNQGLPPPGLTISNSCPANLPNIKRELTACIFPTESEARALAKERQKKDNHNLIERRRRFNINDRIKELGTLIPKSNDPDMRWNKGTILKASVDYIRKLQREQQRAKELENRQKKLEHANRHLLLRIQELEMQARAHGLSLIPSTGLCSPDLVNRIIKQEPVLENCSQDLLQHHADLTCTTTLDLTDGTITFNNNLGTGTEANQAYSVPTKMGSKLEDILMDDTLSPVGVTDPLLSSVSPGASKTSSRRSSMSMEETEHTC
GPR151 ag: human GPR151 activation | Q8TDV0 | 650,000 compounds, 1% hits | PathHunter beta-arrestin GPR151 cells, luminescence | AID 1508602 | activation, % at 11.2 µM; in the data active means activation above about 4.9%;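 further: 0% = median of compound wells and 100% = cells with positive control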
Target sequence (Q8TDV0 whole entry, looked up): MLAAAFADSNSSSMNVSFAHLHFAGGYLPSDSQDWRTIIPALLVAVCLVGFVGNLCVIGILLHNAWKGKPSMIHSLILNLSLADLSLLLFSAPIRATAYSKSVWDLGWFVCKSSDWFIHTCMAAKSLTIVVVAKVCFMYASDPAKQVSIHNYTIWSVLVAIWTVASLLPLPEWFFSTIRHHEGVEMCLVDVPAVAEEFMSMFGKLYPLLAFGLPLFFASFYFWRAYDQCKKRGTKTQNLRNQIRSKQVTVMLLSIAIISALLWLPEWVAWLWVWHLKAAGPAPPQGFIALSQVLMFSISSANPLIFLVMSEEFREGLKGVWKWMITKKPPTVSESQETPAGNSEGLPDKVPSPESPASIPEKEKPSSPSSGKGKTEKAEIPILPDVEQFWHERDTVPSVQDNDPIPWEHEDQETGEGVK
TEAD-YAP inh: TEAD-YAP interaction inhibition; HEK-TIYL cells, TEAD-Gal4/YAP UAS-luciferase luminescence; 640,000 compounds, 1.4% hits; AID 1259422; inhibition, % at 9.12 µM; in the data active means inhibition above about 32%;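 further: 0% = median of test compound wells and 100% = reference inhibitor wells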
* hit, by the source's call. An unsorted share of the library. About 3.4% of those tested had a hit in this group.

Molecule	GPR151 ag	FBW7 act	TEAD-YAP inh	MITF inh
NNC(=O)CN1C(c2ccc(Cl)cc2)=Nc2ccc(Br)cc2C1c1ccccc1 (stereo unspecified)	-1.9	-0.1	-11	-2
CCOC(=O)COc1ccc(S(=O)(=O)NC2CCCCC2)cc1	-0.7	-0.1	3	-17
Cc1ccc(NCc2nnc(SCC(=O)NCCc3ccccc3)n2C)cc1	-0.2	-0.1	2	2
O=C(CN1CCN(c2ccccc2F)CC1)Nc1ccc(F)cc1F	0.5	0.1	-17	6
CCOC(=O)c1c(NC(=O)c2ccc(S(=O)(=O)N3CCCCC3)cc2)sc2c1CCN(C(C)=O)C2	1.0	-0.1	14	2
CC1CCCC(C)N1C(=O)Cn1c(=O)oc2ccccc21 (stereo unspecified)	-1.3	0.0	9	-1
O=C(CCc1nnc(C2CCCCC2)o1)NCc1ccc2c(c1)OCO2	0.0	-0.1	-23	4
CCOC(=O)C1=C(C)C2C3C(=O)N(c4cccc(Cl)c4)C(=O)C3C1(C)C1C(=O)N(c3cccc(Cl)c3)C(=O)C21 (stereo unspecified)	-1.3	0.2	6	19
O=S(=O)(c1ccc(-c2ccc(-n3cnnn3)cc2)cc1)N1CCOCC1	-0.2	-0.1	5	15
CC(C(=O)NCc1cccs1)n1c(=O)c2cccn2c2cccnc21 (stereo unspecified)	1.8	-0.1	-9	-13
Cc1ccc(OCC(=O)NC2CC(C)(C)NC(C)(C)C2)cc1	-0.5	0.2	-11	9
CCOC(=O)COc1ccccc1OCC	2.4	0.1	5	2
Cn1c(SCc2ccccc2C#N)nnc1-c1ccc([N+](=O)[O-])cc1	1.3	-0.1	-1	8
S=C(NC1CCCC1)N1CCN(Cc2ccc3c(c2)OCO3)CC1	-0.4	0.1	11	9
O=C(CCCn1c2ccccc2c2cn[nH]c(=O)c21)NCCCN1CCc2ccccc2C1	-1.4	0.4	4	10
COC(CN1CC2=C(C1=O)C(c1ccccc1)NC(=O)N2)OC (stereo unspecified)	1.9	-0.1	-8	-7
COc1ccc(NC2CC(=O)N(c3ccc(Cl)c(C(F)(F)F)c3)C2=O)cc1 (stereo unspecified)	6.0*	0.0	15	3
CCOC(=O)c1c(NC(=O)c2ccc(Cl)c(Cl)c2)sc(C(=O)Nc2ccccc2OC)c1C	-1.4	0.4	0	23
O=C(CC(=O)Nc1cccc(C(F)(F)F)c1)N/N=C/c1cccc([N+](=O)[O-])c1	1.7	0.1	-9	0
CSC1=C(C#N)C2(CCCCC2)C(C#N)=C(NC(=O)CCl)N1	-1.3	0.1	5	8
COc1cccc(OCCCn2ccnc2)c1	-0.3	0.7	5	9
CCN(CC(=O)Nc1ccc(F)cc1[N+](=O)[O-])Cc1nc2ccccc2c(=O)[nH]1	-0.6	-0.2	0	-7
Cc1c(C(=O)NC(=S)Nc2n[nH]c(=S)s2)cccc1[N+](=O)[O-]	-0.7	-0.1	-9	1
CCn1c(=O)c(=O)n(CC)c2cc(S(=O)(=O)NC3CCCCC3)ccc21	-0.4	0.4	-13	11
COc1ccccc1Nc1ccc2nonc2c1[N+](=O)[O-]	0.3	0.0	-1	9
CC(NC(=O)c1ccco1)c1nnc2n1CCN(Cc1ccc3cccnc3c1)CC2 (stereo unspecified)	-0.2	0.0	-8	-28
O=C(Nc1cccc2ccccc12)N[C@H]1C[C@H]2C(=O)N[C@H](Cc3ccccc3)C(=O)N2C1	-1.4	1.1	-7	3
CCOc1cccc(NC(=O)/C(C#N)=C/c2ccccc2)c1	0.9	-0.1	-13	0
Nc1oncc1-c1ccc(NC(=O)C2COc3ccccc3C2)cc1 (stereo unspecified)	1.8	-0.1	6	5
COc1cccc(CN2CCN(C3CCCC3)C(CCO)C2)c1 (stereo unspecified)	0.2	0.0	-2	7
CCCn1nnc(NC(=O)COc2ccccc2C)n1	3.0	0.2	1	-3
CCN(CC)C(=O)C1CCCN(Cc2ccc(Br)cc2)C1 (stereo unspecified)	1.1	0.1	-2	42
COc1ccc([C@H]2C[C@H](C(=O)N3CCC(C)CC3)N(C)S(=O)(=O)N2)cc1	1.3	0.5	0	5
CN(C)c1ncc(/C=C2/C(=O)NC(=O)N(CCc3ccccc3)C2=O)cn1	-2.4	0.1	-3	7
COc1ccc(/C=C/C(=O)NCc2ccco2)cc1	-2.0	0.1	-28	14
O=C(Nc1ccc(S(=O)(=O)Nc2nccs2)cc1)C1CC(=O)N(c2ccccc2)C1 (stereo unspecified)	1.9	-0.1	4	-3
O=C(NCc1ccc(F)cc1)C1CCC(CNc2c(N3CCCC3)c(=O)c2=O)CC1 (stereo unspecified)	-0.4	-0.1	2	-8
CCOc1ccc(C(=O)Nc2ccc(C(=O)NCCCN3CCOCC3)cc2)cc1Cl	0.9	0.0	2	-2
COc1ccc2oc(=O)c(-c3csc(NC(C)=O)n3)cc2c1	-0.1	-0.1	6	8
NS(=O)(=O)c1ccc(N=C2NC(=O)C(CC(=O)c3ccc(F)cc3)S2)cc1 (stereo unspecified)	0.7	0.3	0	5
Cn1nccc1Nc1nc2ccc(C(=O)NCCN3CCOCC3)cc2s1	-0.5	-0.1	10	5
Cc1cc(C)c2c(C)nn(C)c2n1	1.6	-0.1	13	4
Cc1ccc(C(=O)NC2CCN(C(=S)NCC(C)C)CC2)cc1	-0.4	-0.1	3	7
O=C1OC(c2ccc(Cl)cc2Cl)=N/C1=C\c1cc(Br)cs1	-0.1	-0.1	-5	-3
O=C(Nc1cc(F)ccc1F)c1ccccn1	-0.3	0.3	-3	9
CC(C)CCCC(C)NC(=O)CN1C(=O)c2ccccc2C1=O (stereo unspecified)	1.2	-0.1	0	8
CCOC(=O)c1[nH]c(C)c(C(=O)Nc2ccc(OCC)cc2)c1C	0.6	-0.1	1	6
O=C(NC(c1ccccc1)c1ccccn1)C1CCN(S(=O)(=O)c2ccccc2)CC1 (stereo unspecified)	-1.1	0.1	-1	-1
Cn1c(=O)n(C)c2cc(/C=C3/C(=O)NN(c4ccc(Br)cc4)C3=O)ccc21	0.7	0.1	10	4
CCc1nnc(NC(=O)CN2CCN(C3CCCCC3)CC2)s1	0.2	-0.1	7	-1
O=S(=O)(NCc1cccs1)c1cccc2nonc12	-0.5	-0.1	3	-1
CCCCc1nc(NCC2CCCO2)c(C#N)c2c1COC(C)(C)C2 (stereo unspecified)	0.1	-0.1	-6	0
N#CC(C#N)C(CC(=O)c1cccs1)c1ccc(Cl)cc1 (stereo unspecified)	1.2	-0.1	-14	7
COc1cc(NC(=O)C2CC(c3cccc(Br)c3)=NO2)cc(OC)c1OC (stereo unspecified)	-0.1	0.2	3	10
O=C(Nc1ccncc1)N1CCOCC1	1.3	0.1	9	6
CCOc1ccc(C(C)NC(=O)c2ccccc2C)cc1 (stereo unspecified)	0.2	-0.1	-5	5
Cc1c(C(=O)C(F)(F)F)c2ccccc2n1CC(=O)O	0.9	0.1	-8	-3
CC1(C)Cc2c(sc(NC(=O)CO/N=C/c3ccccc3Cl)c2C#N)C(C)(C)N1	-0.6	0.7	6	11
Cc1cc[n+](CC(=O)c2ccccc2)cc1	-0.4	0.2	0	4
O=C(O)C1CSC(c2ccc(-c3ccc(Cl)c([N+](=O)[O-])c3)o2)N1 (stereo unspecified)	-0.2	-0.3	-10	15

Later entries.
Molecule	GPR151 ag	FBW7 act	TEAD-YAP inh	MITF inh
COc1ccc2c(c1)OC(C)CN(CCC(=O)N(C)Cc1ccc3nccnc3c1)C2 (stereo unspecified)	0.0	0.2	-10	1
COc1ccc(C(C(=O)NC(C)(C)C)N(C(=O)c2csnn2)C2CC2)cc1 (stereo unspecified)	-0.1	0.5	-4	5
Cn1c(CNC(=O)Nc2cccc(Cl)c2)nnc1SCc1ccccc1	0.6	-0.1	-5	-9
CCc1nc(SCC(=O)Nc2ccc(Br)cc2)n[nH]1	-1.2	0.8	1	12
CC1CCC(=NNC(=O)OC(C)(C)C)CC1 (stereo unspecified)	0.4	0.2	-16	6
O=C(NNC(=O)c1cc(Br)ccc1O)Nc1ccc(F)cc1F	-1.8	0.2	-1	15
O=C(c1cn(-c2ccc(Cl)cc2)c(=O)c2ccccc12)N1CCC(Cc2ccccc2)CC1	-0.5	0.3	4	-1
Cc1cnc(-c2c(C)noc2C)nc1NCCN(C(C)C)C(C)C	0.3	0.0	8	2
O=C(NNC1=C(C(=O)C(F)(F)F)CCC1)c1ccccn1	-2.0	-1.0	-21	23
CCc1ccccc1-n1sc2c(c1=S)-c1cccc(C)c1NC2(C)C	1.0	-0.3	9	15
CCOC(=O)c1c[nH]c2cc(Cl)c(Oc3ccc(Cl)cc3)cc2c1=O	0.9	0.2	-7	-1
CC(c1nnc(SCCNCCO)n1-c1ccc(F)cc1)N1CCCCC1 (stereo unspecified)	1.2	-0.2	-1	8
C=CCn1c(=O)c2ccccc2n2c(SCC(=O)OC(C)(C)C)nnc12	-1.4	-0.1	-9	0
COc1ccc(-c2cc(C(=O)Nc3cc(C)nn3-c3ccccc3)no2)cc1OC	1.1	0.0	-3	-9
CN(C)c1ncc(CN2CCN(CCc3ccccc3)C(CCO)C2)s1 (stereo unspecified)	9.8*	-0.2	10	10
Cc1cc(OCCCN2CCNCC2)cc(C)c1Cl	-1.2	-0.3	1	33
O=C(/C=C\Nc1ccc([N+](=O)[O-])cc1Br)c1ccncc1	-0.7	0.0	-39	-4
Cc1cccc(N(CC(=O)Nc2ccc(C)c(F)c2)C2=NC3CS(=O)(=O)CC3S2)c1 (stereo unspecified)	-0.6	-0.6	11	1
Cc1ccccc1CSCCNC(=O)Cc1ccccc1	-0.4	0.0	-37	-3
COc1cccc(C(=O)Nc2c(C(N)=O)oc3ccccc23)c1	0.7	-0.1	5	-1

Compounds above that have a cyano group, in the order listed:
Molecule	GPR151 ag	FBW7 act	TEAD-YAP inh	MITF inh
Cn1c(SCc2ccccc2C#N)nnc1-c1ccc([N+](=O)[O-])cc1	1.3	-0.1	-1	8
CSC1=C(C#N)C2(CCCCC2)C(C#N)=C(NC(=O)CCl)N1	-1.3	0.1	5	8
CCOc1cccc(NC(=O)/C(C#N)=C/c2ccccc2)c1	0.9	-0.1	-13	0
CCCCc1nc(NCC2CCCO2)c(C#N)c2c1COC(C)(C)C2 (stereo unspecified)	0.1	-0.1	-6	0
N#CC(C#N)C(CC(=O)c1cccs1)c1ccc(Cl)cc1 (stereo unspecified)	1.2	-0.1	-14	7
CC1(C)Cc2c(sc(NC(=O)CO/N=C/c3ccccc3Cl)c2C#N)C(C)(C)N1	-0.6	0.7	6	11

Next section
Molecule	GPR151 ag	FBW7 act	TEAD-YAP inh	MITF inh
COCCCNCCOCCOc1c(Cl)cc(Cl)cc1Cl	0.4	-0.2	-7	36
CCC(Cc1ccccc1)NS(=O)(=O)c1cccc2nsnc12 (stereo unspecified)	-1.6	0.2	-4	21
CN(CCc1cnn(C)c1)c1nc2nonc2nc1NCc1ccccc1	1.7	0.0	8	4
O=C(Nc1ccc(Cl)c2ncsc12)c1ccc(F)cc1	-1.5	1.0	-58	11
NC(=O)C1(N2CCCCC2)CCN(c2ncnc3nc[nH]c23)CC1	0.1	0.0	-7	-5
O=C1OC(c2ccccc2Cl)=N/C1=C\c1cccc(OCc2ccccc2)c1	-0.1	-0.1	11	6
CCOc1cc(-c2ccc(N)c(OCC)c2)ccc1N	-1.7	-0.1	-6	22
Cc1cc2c(c(=O)o1)C(c1cccc(OCc3c(F)cccc3Cl)c1)C(C#N)=C(N)O2 (stereo unspecified)	1.1	-0.1	-6	-8
O=C(NNC(=O)c1ccc(SCC2CCCO2)c([N+](=O)[O-])c1)c1ccc(F)cc1 (stereo unspecified)	-0.7	0.0	8	4
CN1CCN(C(=O)C2CCN(Cc3cnn(-c4ccccc4)c3-n3cccc3)CC2)CC1	0.5	0.5	15	7
Cn1c(=O)c2ncn(CC(=O)Nc3ccc(C(=O)O)cc3)c2n(C)c1=O	5.2*	0.1	-4	1
COc1ccc(C2CC(c3ccc(I)cc3)Nc3nnnn32)cc1 (stereo unspecified)	1.1	-0.1	2	0
CC(=O)Nc1ccc(Nc2nc(-c3cccc(C(C)=O)c3)nc3c2ncn3-c2ccsc2)cc1	2.2	-0.1	16	2
FC(F)(F)c1cccc(Nc2nc(NC3CCCCC3)nc(N3CCOCC3)n2)c1	-0.4	0.0	-6	-9
O=C(COc1ccccc1Cl)Nc1ccc(S(=O)(=O)N2CCCCCC2)cc1	4.5	-0.2	-3	4
O=C1CC(c2ccco2)Cc2nc(N3C(=O)CCC3=O)ncc21 (stereo unspecified)	4.5	0.2	13	25
COCc1[nH]nc2c1C1(CCN(Cc3ccccc3)CC1)C(C#N)=C(N)O2	0.3	-0.5	-3	-1
O=C(CCCOc1ccc(Cl)cc1)Nc1ccc(F)cc1	-2.4	0.7	-2	-6
Cc1cccc(C)c1N1CCN(CC(O)C(F)(F)F)CC1 (stereo unspecified)	0.9	0.0	1	1
CN(Cc1ccccc1)S(=O)(=O)c1ccc2[nH]cc(C(=O)NCc3cccs3)c(=O)c2c1	-1.5	-0.1	-15	8
